Compound activity (PubChem)
Pyk2 oligo antag = antagonists of Pyk2 self-association, primary screen, Q293 cells, FERM NanoBiT luminescence, HTS; Protein-tyrosine kinase 2-beta (Homo sapiens), Q14289; stronger effect = lower value; z-score (the deposit names both 25 µM and 10 µM); 99,000 compounds, 0.83% hits; AID 1347419, 2020;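 active means Z-score of -3 or lower, scaled per plate to the spread of control and sample wells; inactive means z-score above -3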;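 further: negative z-score means lost luminescence so less FERM oligomerization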
Lung fibro prol = antiproliferative effect on LL 47 fibroblasts – human, LL 47 cells, CellTiter-Glo luminescence, primary screen; viability, % at 10 µM; 85,000 compounds, 1.1% hits; LL 47 human lung fibroblast viability, ATP luminescence; stronger effect = lower value;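 active means viability at or below 50% in the single dose screen; inactive means viability above 50%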;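 further: compound exposure lasted 72 h before the ATP readout; 100% = median luminescence of untreated cell-only wells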
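Material: human LL 47 lung fibroblast cells; quantity: 1,150 cells/well; medium: IMEM plus 15% FBS; doses: 0.1% DMSO in all compound wells; timing: overnight attachment after seeding, then 72 h compound exposure at 37 °C; detection: CellTiter-Glo luminescence; measure: % viability of median cell-only signal; controls: cell-only wells, no compound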
F-actin modifier = modifiers of F-actin cytoskeleton organization, primary screen, imaging, HUVEC, phalloidin staining, high-content imaging; inhibition, % at 2 µM; HUVEC TNFa F-actin phalloidin imaging; AID 836, 2007; 91,000 compounds, 0.18% hits;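 active means inhibition above the batch mean plus 3 SD and confirmed as a hit by visual image inspection, cut at about 30% in these data, passing the limit was not always enough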; further: strong numbers were not always called active
HUVEC tox TNFa = cytotoxicity in TNFa-stimulated HUVEC, primary screen, cytotoxicity control for VCAM1 expression modulator project, imaging, Hoechst nuclei count | HUVEC TNFalpha-stimulated, Hoechst cell count | cell count reduction, % at 2 µM | 93,000 compounds, 0.17% hits;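 active means cell count reduction exceeding the screen mean by over 5 SD, scaled to untreated wells per plate, cut at about 78% in these data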;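 further: cells counted after 24 h of TNF alpha exposure following the 1 h pretreatment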
Smad3 inh = Smad3/FoxH1 peptide binding inhibitors, primary screen, biochemical, TR-FRET | Mothers against decapentaplegic homolog 3 (Homo sapiens), P84022 | TR-FRET Smad3/Dy647-FoxH1 peptide binding, europium anti-His | inhibition, % at 25 µM | 88,000 compounds, 0.29% hits;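 active means compounds that reduce the energy-transfer binding signal between the protein and its labelled peptide by more than half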;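 further: 0% = Smad3 plus labelled peptide maximal FRET and 100% = peptide-only background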
Target sequence (P84022 whole entry, looked up): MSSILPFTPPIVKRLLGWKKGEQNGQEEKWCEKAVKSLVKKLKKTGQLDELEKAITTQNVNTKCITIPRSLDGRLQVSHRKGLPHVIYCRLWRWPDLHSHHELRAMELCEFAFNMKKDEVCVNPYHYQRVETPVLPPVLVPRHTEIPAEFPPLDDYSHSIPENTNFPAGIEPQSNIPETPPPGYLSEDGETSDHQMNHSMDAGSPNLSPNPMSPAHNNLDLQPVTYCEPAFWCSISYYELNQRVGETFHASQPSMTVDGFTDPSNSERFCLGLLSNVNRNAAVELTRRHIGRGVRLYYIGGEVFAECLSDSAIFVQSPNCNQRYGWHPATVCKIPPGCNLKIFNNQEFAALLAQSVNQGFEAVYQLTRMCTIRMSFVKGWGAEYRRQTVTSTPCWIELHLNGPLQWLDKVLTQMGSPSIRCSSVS
HUVEC tox IL1B = cytotoxicity in IL-1B stimulated HUVEC, primary screen, cytotoxicity control for IL-1B NFkB translocation project, imaging, Hoechst nuclear count, IL-1B stimulus; AID 845, 2007; HUVEC cell count loss; cell count reduction, % at 2 µM; 94,000 compounds, 0.41% hits;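 active means cell count reduction more than 3 SD above the screen-wide mean, cut at about 70% in these data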;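 further: normalized per plate to untreated control cells as the no-loss baseline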
H69AR inhibit = proliferation blockers of H69AR lung cancer cells, primary screen, cell-based, human, 86K library; AID 598, 2007; 85,000 compounds, 6% hits; H69AR lung tumor viability, ATP luminescence, 72 h; stronger effect = lower value; viability, % at 10 µM;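 active means viability at or below 40%; inactive means viability above 40%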;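 further: multidrug resistant small cell line overexpressing MRP-1 efflux transporter; 100% = mean luminescence of untreated control wells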
HUVEC inhibit = inhibitors of HUVEC proliferation, primary screen, cell-based, 384-well | AID 648, 2007 | 86,000 compounds, 1.1% hits | CellTiter-Glo luminescence, 72 h; stronger effect = lower value | viability, % at 10 µM (by protocol);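 active means viability at or below 30%; inactive means viability above 30%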;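 further: 100% = median luminescence of DMSO-only cell control wells on each plate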
VCAM1 TNFa inh = inhibitors of TNFa-induced VCAM1 expression, primary screen, imaging, HUVEC, TNFa stimulus, immunofluorescence | AID 802, 2007 | inhibition, % at 2 µM | HUVEC TNFa-induced VCAM-1 immunofluorescence, high-content imaging | 95,000 compounds, 0.48% hits;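 active means inhibition above the batch mean plus 3 SD, with images confirmed as a hit by eye, cut at about 37% in these data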;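 further: 0% = TNF-stimulated DMSO wells and 100% = unstimulated control wells; not every result past the cut was called active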
Numbers without * were called inactive; nt = no result given; [ ] = dose if it differs, or a comment. Some of the compounds tested. The share of hits here may be higher or lower than overall.

SMILES	Pyk2 oligo antag	Lung fibro prol	F-actin modifier	HUVEC tox TNFa	Smad3 inh	HUVEC tox IL1B	H69AR inhibit	HUVEC inhibit	VCAM1 TNFa inh
CCSc1nc(-c2ccc(OC)cc2)n(-c2nc3ccccc3s2)n1	-0.67	94	nt	nt	4	-36	84	98	nt
CSc1ccc(-c2nc(CSCC(=O)N3CCOCC3)c(C)o2)cc1	-0.21	89	19	-22	3	-17	71	96	17
O=Cc1ccc2noc(-c3ccc(F)cc3)c2c1	1.6	98	7	-20	11	-4	43	89	16
Brc1ccc2c(c1)CNc1c(ncnc1N1CCOCC1)O2	0.41	95	nt	nt	13	nt	96	76	nt
CCC(CC)C(=O)NCc1ccccc1OC	0.82	101	-10	-23	-1	6	95	92	2
Cc1cccc(-n2ncc3c(NC4CCCCC4)ncnc32)c1	nt	82	nt	nt	-9	nt	98	93	nt
Cc1cnc(C(=O)Nc2nnc(C(C)C)s2)cn1	1.2	nt	-14	-14	nt	-21	nt	nt	26
CCc1ccc(Nc2nnc(SCn3nnc4ccccc4c3=O)s2)cc1	-2.5	102	nt	2	6	-2	80	89	32
C/C(CC(=O)Nc1ccc(OCc2ccccc2)cc1)=N\NC(=O)C(=O)Nc1ccccc1C	1.6	nt	22	-7	nt	-16	nt	nt	0
Cc1ccc(C(C(=O)NC2CCCC2)N(Cc2cccs2)C(=O)c2csnn2)o1 (stereo not drawn)	0.12	101	4	-24	-5	-11	81	104	-14
c1ccc2[nH]c(SCc3ccc(-c4nnco4)cc3)nc2c1	1.1	nt	-2	-39	-4	-5	107	103	2
Cc1ccc2c(C)nc(Nc3ncc4c(n3)CCCC4=O)nc2c1	nt	92	-4	7	0	-36	92	98	27
O=C(O)CN(c1ccccc1)C1SC(=O)NC1=O (stereo not drawn)	0.5	101	8	-10	3	-10	90	90	13
CC(C)N1C(=O)C2C(C(=O)NC3CCCCC3)C3C=CC2(O3)C1C(=O)NC1CCCC1 (stereo not drawn)	1.2	100	-7	4	-1	12	92	99	8
Cn1c(=O)[nH]c(=O)c2c1nc(N1CCOCC1)n2CCSc1ncccn1	nt	103	-9	38	2	13	103	97	3
Cc1sc2nc(C3CC3)nc(SCC(=O)N3c4ccccc4CC3C)c2c1C (stereo not drawn)	-0.76	nt	-39	-1	nt	-30	nt	nt	15
COc1cc(/C=N/NC(=O)c2cncc(Br)c2)ccc1OC(=O)c1ccc2c(c1)OCO2	nt	nt	16	-1	nt	15	nt	nt	6
Cc1cccc(Cn2nnc3c2C(=O)c2ccccc2C3=O)c1	-1	70	-20	-4	11	4	13*	3.4*	17
COc1cccc(-n2nnc3c(=O)n(Cc4ccccc4Cl)cnc32)c1	0.11	96	-13	22	11	-13	87	84	5
O=C(c1cc(Cl)nc2ccccc12)N1CCCCC1	-0.34	nt	8	-1	nt	-21	nt	nt	-2
O=C(NCCN1C(=O)C2C3C=CC(C3)C2C1=O)N1CCOCC1 (stereo not drawn)	nt	96	-12	0	-3	-6	96	98	12
COC(=O)Nc1nnc(SCc2ccc(C)cc2)s1	-0.34	102	5	32	6	-36	96	92	39
Nc1nc2c(s1)C(=O)CCC2	-0.5	96	38	-45	3	-146	99	97	14
NC(=O)c1c(NC(=O)CSc2nnc(-c3ccccc3)n2CC2CCCO2)sc2c1CCC2 (stereo not drawn)	-0.08	96	-11	10	-6	-8	33*	95	6
Cc1ccccc1Nc1nc(-c2sc(NC(=O)c3ccc([N+](=O)[O-])cc3)nc2C)cs1	nt	nt	12	-13	nt	6	nt	nt	-2
CC(=O)C(Sc1ccc2nnc(-c3ccc(C)cc3)n2n1)C(C)=O	nt	94	2	-43	6	-7	59	99	25
Cc1ccc(OCC(=O)Nc2cccc(-c3nnc(-c4ccccc4)o3)c2)c(C)c1	-1.5	105	1	-3	5	-2	43	80	7
CCn1c(COc2cccc(OC)c2)nnc1SCC(=O)Nc1cccc(OC)c1	0.49	90	-10	-11	10	-5	92	67	-13
O=C(Nc1ccccc1Sc1ccccc1)C1CCCO1 (stereo not drawn)	-0.36	96	-2	-7	11	-2	103	114	-5
Cc1c(C=O)c2ccccn2c1C(=O)c1ccccc1	-0.34	85	24	-13	6	2	77	97	5

As entered above:
CC(=O)C(Sc1ccc2nnc(-c3ccc(C)cc3)n2n1)C(C)=O | F-actin modifier: 2
O=C(NCCN1C(=O)C2C3C=CC(C3)C2C1=O)N1CCOCC1 (stereo not drawn) | F-actin modifier: -12

(cont.)
SMILES	Pyk2 oligo antag	Lung fibro prol	F-actin modifier	HUVEC tox TNFa	Smad3 inh	HUVEC tox IL1B	H69AR inhibit	HUVEC inhibit	VCAM1 TNFa inh
Cc1nc(-c2ccccc2)sc1C(=O)CSc1ccc(Cl)cc1	1.4	nt	23	-9	nt	-4	nt	nt	-8
Cc1ccc(-c2cc(C(=O)N3CCN(c4ccc(F)cc4)CC3)c3ccccc3n2)o1	-0.34	nt	-29	-4	nt	30	nt	nt	-12
Cc1cc(Nc2ccc(F)cc2F)n2nc(C)nc2n1	nt	102	nt	nt	5	nt	88	98	nt
COc1ccc(OC)c(S(=O)(=O)NCCC2=CCCCC2)c1	0.7	88	1	-5	2	-36	93	102	9
CC(=O)c1cccc(NC(=O)N2CCCC2C(=O)NCCC(C)C)c1 (stereo not drawn)	0.73	90	18	-31	5	6	99	96	3
COC(=O)C1=C(C)NC(=O)/C1=C\c1cc(C)n(-c2cc(C)cc(C)c2)c1C	-0.67	106	6	-19	-3	-12	103	89	5
CCCOc1ccc(CCc2n[nH]c(=S)n2Cc2ccccc2)cc1	0.1	nt	0	0	nt	nt	nt	nt	16
CC(CN1CCOCC1)OC(=O)c1ccccc1Br (stereo not drawn)	1.3	98	17	-25	14[fluorescence artefact?]	-22	99	100	2
C=C(C)Cn1c(SCC(=O)O)nnc1-c1ccc(C(C)(C)C)cc1	0.9	99	11	-18	14	14	91	99	-6
COc1cc2cc(C(c3nnnn3C3CCCC3)N3CCCCC3)c(=O)[nH]c2cc1OC (stereo not drawn)	1.3	95	51	-18	11	2	90	91	-2
Cn1c(C(O)c2ccccc2F)nc(Cl)c1Cl (stereo not drawn)	-0.37	97	-4	-18	-2	-29	94	100	24
O=C(Cc1ccccc1)Nc1nc2ccccc2[nH]1	0.35	93	14	-11	-2	11	100	83	0
CC1CCCCC1NC(=O)CN1C(=O)NC(C)(c2ccc(OC(F)F)cc2)C1=O (stereo not drawn)	-0.17	90	nt	nt	14[fluorescence artefact?]	nt	93	105	nt
N#Cc1c(NC(=O)CCCN2C(=O)c3ccccc3C2=O)oc(-c2ccccc2)c1-c1ccccc1	-3.6*	103	22	-12	-2	-25	103	85	6
O=C(COC(=O)c1ccccc1-c1ccccc1[N+](=O)[O-])c1ccccc1	-1.1	90	7	-42	-4	-29	91	100	11
COc1cccc(/C=N/n2c(N)c(S(=O)(=O)c3cccs3)c3nc4ccccc4nc32)c1	-0.53	nt	-6	-9	nt	13	nt	nt	-9
COCCCN=CC1=C(O)CC(C)(C)CC1=O	0.02	nt	31	-10	nt	1	nt	nt	-11
Cc1ccc(S(=O)(=O)NC(CC(N)=O)C(=O)O)cc1 (stereo not drawn)	0.4	102	-5	-9	4	-3	93	95	-13
CCCOc1ccc(C(=O)C(CN2CCOCC2)c2ccccc2)cc1 (stereo not drawn)	-1.1	46*	-2	-13	9	-3	1.6*	3.0*	50*
CCOc1ccccc1NC(=O)C1C2C=CC(O2)C1C(=O)O (stereo not drawn)	0.35	102	-18	nt	10[fluorescence artefact?]	11	86	101	nt
CCOC(=O)c1c(CC(C)C)csc1NC(C)=O	0.13	101	5	-31	-4	-24	100	90	5
Cc1ccc(N(C(=O)Cn2nnc3ccccc32)C(C(=O)NCc2ccco2)c2ccc(C)o2)cc1 (stereo not drawn)	-0.71	100	nt	nt	-2	nt	77	91	nt
CC1CCc2nn(CC(=O)NCCN3CCCCC3C)cc2C1 (stereo not drawn)	nt	100	7	-37	-2	-23	101	99	20
O=C(c1ccncc1)N1CCN(c2ccc(F)cc2)CC1	0.77	97	-6	-16	-1	9	102	97	12
CCCc1nnc(SCC(=O)Nc2ccc(OC)cc2)n1N	0.07	102	20	-11	-11	-19	nt	103	-12
c1ccc(-c2csc3ncn4nnnc4c23)cc1	0.87	97	-13	-9	10	18	95	91	13
O=C(CCN1C(=O)c2ccccc2C1=O)N1CCN(C2c3ccccc3-c3ccccc32)CC1	-1.8	nt	36	-10	nt	-16	nt	nt	2
COCCCN1C(=O)C(=O)/C(=C(/O)c2ccccc2)C1c1ccc2c(c1)OCO2 (stereo not drawn)	-0.65	98	-27	-28	9	-32	91	93	-4
COc1ccccc1C(c1nnnn1Cc1ccccc1)N1CCC(C(N)=O)CC1 (stereo not drawn)	-0.21	93	-11	nt	7	19	97	97	-8
CN1/C(=c2/s/c(=C3/C(=O)N(c4ccccc4)NC3=Nc3ccccc3)n(C)c2=O)C(C)(C)c2ccccc21	-3.2*	nt	2	4	nt	-11	nt	nt	16
Cc1c(C(=O)NCCC2=CCCCC2)oc2ccc(S(=O)(=O)N3CCOCC3)cc12	-1.6	62	-13	0	-11	6	10*	53	-17
C=CCSC1=C(C#N)C(c2ccc(C(C)C)cc2)CC(=O)N1 (stereo not drawn)	nt	109	7	-22	-5	1	82	71	2
Cc1cc(-c2ccc(/C=N/n3cnnc3)o2)c([N+](=O)[O-])cc1C	0.14	nt	21	-2	nt	-19	nt	nt	-12
Cc1noc(NS(=O)(=O)c2ccc(NC(=O)C34CCC(CC3)C4)cc2)c1C	-0.66	100	4	-26	-11	0	95	105	2
CCCCNC(=O)N(O)C1N(CCCC)C(=O)N(CC(=O)OC)C1(C)C (stereo not drawn)	-0.38	101	-6	-21	8	-9	96	96	3
CCOc1cccc(/C(O)=C2/C(=O)C(=O)N(CCOC)C2c2ccc(C)o2)c1 (stereo not drawn)	-0.5	110	-9	-2	5	-15	91	109	7
Cc1nnc(SCC(=O)N2CCCCC2)s1	-0.4	96	3	-19	-7	-32	106	94	10
COc1ccc(CNc2nc3nc(C)c(Cl)c(=O)n3[nH]2)cc1OC	-0.07	104	20	-7	-5	18	90	96	-31
COc1ccccc1Nc1nc(-c2cccc([N+](=O)[O-])c2)nc2ccccc12	-0.29	nt	-12	-29	nt	1	nt	nt	-8
CCCNc1nc(N)nc(-c2cc(Cl)ccc2OC)n1	0	nt	6	-17	nt	-5	nt	nt	10
Cc1ccc(-n2ncc3c(=O)n(CC(=O)NC4CCCCC4)cnc32)cc1C	-0.59	93	-24	8	-12	11	113	93	-6
c1ccc(Cn2nnc(-c3ccccc3)n2)cc1	-1.1	91	-25	-9	1	1	96	98	17
